Compound activity: PubChem BioAssay, The Scripps Research Institute Molecular Screening Center
LYPLA2 counter – LYPLA2 (human) inhibition in PME1 counter-screen | O95372 | recombinant LYPLA2, FP-Rh probe fluorescence polarization | hit rate 0.38% among 320,000 | inhibition, % at 5.9 µM | AID 2177;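 active = inhibition above the screen-wide mean plus 3 SD, limit set per campaign, cut at about 26% in these data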;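 also: 0% = LYPLA2 with DMSO and 100% = wells lacking LYPLA2 enzyme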
LYPLA1 inh – counter-screen for PME1 inhibitors: inhibitors of human LYPLA1 | recombinant LYPLA1, FP-Rh probe fluorescence polarization | hit rate 0.16% among 320,000 | inhibition, % at 5.9 µM | O75608 | AID 2174;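 active = inhibition above the mean of all tested compounds plus 3 SD, set per campaign, cut at about 14% in these data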;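 also: inhibitors block serine hydrolase probe labeling of LYPLA1 so polarization falls; 0% = enzyme with DMSO and 100% = wells lacking LYPLA1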
PAFAH1B3 inh – blocks human PAF acetylhydrolase 1B catalytic subunit 3 | Q15102 | recombinant PAFAH1B3, FP-rhodamine probe, fluorescence polarization | inhibition, % at 3.39 µM | hit rate 0.28% among 340,000 | AID 492972;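 active = inhibition above the screen-wide average of all tested compounds plus 3 SD, cut at about 25% in these data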;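 also: 0% = enzyme with DMSO only and 100% = wells lacking PAFAH1B3 protein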
GSTO1 inh – GSTO1 inhibition, counter-screen for RBBP9 inhibitors; recombinant GSTO1, activity-based probe fluorescence polarization; P78417; hit rate 1.1% among 300,000; inhibition, % at 5.96 µM;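 active = inhibition above the campaign mean inhibition plus 3 SD, cut at about 35% in these data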;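 also: 0% = GSTO1-1 with DMSO and 100% = wells lacking GSTO1-1 enzyme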
PAFAH2 inh – PAFAH2 (human) inhibition; inhibition, % at 3.39 µM; hit rate 0.99% among 340,000; recombinant PAFAH2, FP-rhodamine activity probe, fluorescence polarization; AID 492956;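 active = inhibition above the mean over all tested compounds plus 3 SD, cut at about 30% in these data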;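 also: inhibitors block probe labeling of enzyme so polarization drops; 0% = enzyme with DMSO and 100% = wells lacking PAFAH2 protein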
EBNA-1 inh – blocks EBNA-1 binding to DNA; EBNA-1 DNA binding, fluorescence polarization; inhibition, % at 14.8 µM; hit rate 0.34% among 300,000; in the data active = inhibition above about 28%
ZTA DNA inh – ZTA (EBV) inhibition in EBNA-1 counter-screen; P03206; ZTA-DNA binding, fluorescence polarization; inhibition, % at 11 µM; AID 2234; hit rate 0.15% among 320,000; in the data active = inhibition above about 33%
PAD4 inh – inhibitors of human PAD4; AID 485272; inhibition, % at 6.36 µM; Q9UM07; hit rate 0.41% among 330,000; recombinant PAD4, RCA probe fluorescence polarization;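 active = percent inhibition above a cutoff equal to the mean of all tested compounds plus 3 SD, cut at about 15% in these data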;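 also: 0% = PAD4 with RCA probe and DMSO and 100% = probe without PAD4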
PREPL inh – inhibits the human prolyl oligopeptidase-like enzyme; Q4J6C6; recombinant PREPL, fluorescence polarization activity-based probe; inhibition, % at 5.96 µM; hit rate 0.68% among 320,000; AID 2751; in the data active = inhibition above about 43%;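 also: 0% = enzyme with DMSO and 100% = wells lacking enzyme; many of its hits are not listed in these tables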
Target sequence (Q4J6C6 whole entry, looked up): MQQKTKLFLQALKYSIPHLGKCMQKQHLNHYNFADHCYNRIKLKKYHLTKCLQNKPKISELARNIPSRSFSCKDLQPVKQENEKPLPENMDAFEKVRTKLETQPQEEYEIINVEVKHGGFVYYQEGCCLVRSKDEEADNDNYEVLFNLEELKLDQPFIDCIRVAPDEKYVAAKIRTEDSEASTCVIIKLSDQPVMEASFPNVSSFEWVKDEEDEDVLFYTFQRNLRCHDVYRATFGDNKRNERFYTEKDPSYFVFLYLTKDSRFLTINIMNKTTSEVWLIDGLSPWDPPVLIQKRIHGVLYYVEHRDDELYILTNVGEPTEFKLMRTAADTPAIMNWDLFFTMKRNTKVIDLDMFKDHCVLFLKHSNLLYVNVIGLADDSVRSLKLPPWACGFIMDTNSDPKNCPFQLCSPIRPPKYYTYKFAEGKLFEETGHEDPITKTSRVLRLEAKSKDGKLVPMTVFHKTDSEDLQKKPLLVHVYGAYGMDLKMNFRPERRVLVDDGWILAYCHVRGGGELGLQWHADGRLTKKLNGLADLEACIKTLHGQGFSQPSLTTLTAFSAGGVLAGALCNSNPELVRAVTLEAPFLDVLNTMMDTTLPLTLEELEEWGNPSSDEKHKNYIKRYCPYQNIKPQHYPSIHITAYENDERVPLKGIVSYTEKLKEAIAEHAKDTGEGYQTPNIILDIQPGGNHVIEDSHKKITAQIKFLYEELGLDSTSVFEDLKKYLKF
The depositor's hits bear a star; · = no result given.

structure	LYPLA2 counter	LYPLA1 inh	PAFAH1B3 inh	GSTO1 inh	PAFAH2 inh	EBNA-1 inh	ZTA DNA inh	PAD4 inh	PREPL inh
COc1cc(OC)nc(-n2ncc(Br)c(Br)c2=O)n1	-2	-3	14	10	-4	-6	5	0	8
NS(=O)(=O)c1ccc(N/N=C2/CCCCC2C2CCCCC2)c([N+](=O)[O-])c1 (configuration not stated)	7	-4	4	0	-2	-4	9	-1	4
CC(C)(C)NC(=O)COc1ccc(CNn2nnnc2N)cc1	0	-1	0	-2	-6	-9	-3	-2	-1
CCN1CCN(CCCOc2ccccc2-c2ccccc2)CC1	0	-1	6	-5	0	0	9	0	-46
Cc1sc(NC(=O)c2ccc(Cl)s2)c(C(N)=O)c1C	-8	-4	-5	2	3	14	23	-11	7
Cc1ccc(OCC(=O)Nc2ccc(C)c(S(=O)(=O)N3CCCCC3)c2)c([N+](=O)[O-])n1	-3	-3	5	4	-6	-2	21	-2	14
C=CCN(C(=O)Cc1cccs1)c1nc(-c2ccc(S(C)(=O)=O)cc2)cs1	-5	-6	1	4	3	-3	8	-2	-1
CCOC(=O)CN1C(=O)S/C(=C/c2ccc(N3CCCCC3)o2)C1=O	-15	-6	-12	2	-18	6	-8	-8	-4
Cn1c(N)c(C(=O)CSc2n[nH]c(-c3ccccc3)n2)c(=O)n(C)c1=O	3	0	14	·	-7	·	-7	-4	15
CN(Cc1cnccn1)Cc1nc(Cc2cccc(F)c2)no1	-4	-3	6	1	-9	-2	-4	1	11

Rewritten with each value named: two of the compounds above
SMILES: CCOC(=O)CN1C(=O)S/C(=C/c2ccc(N3CCCCC3)o2)C1=O
- LYPLA2 counter: -15
- LYPLA1 inh: -6
- PAFAH1B3 inh: -12
- GSTO1 inh: 2
- PAFAH2 inh: -18
- EBNA-1 inh: 6
- ZTA DNA inh: -8
- PAD4 inh: -8
- PREPL inh: -4

SMILES: Cn1c(N)c(C(=O)CSc2n[nH]c(-c3ccccc3)n2)c(=O)n(C)c1=O
- LYPLA2 counter: 3
- LYPLA1 inh: 0
- PAFAH1B3 inh: 14
- GSTO1 inh: ·
- PAFAH2 inh: -7
- EBNA-1 inh: ·
- ZTA DNA inh: -7
- PAD4 inh: -4
- PREPL inh: 15

Going on with the list.
structure	LYPLA2 counter	LYPLA1 inh	PAFAH1B3 inh	GSTO1 inh	PAFAH2 inh	EBNA-1 inh	ZTA DNA inh	PAD4 inh	PREPL inh
Cc1sc(NC(=O)C2CCCCC2C(=O)O)c(C(N)=O)c1C (configuration not stated)	2	1	-4	2	4	5	0	3	17
CCO[C@@H]1OC(C(=O)O)=C[C@H](c2ccccc2)[C@H]1CCCO	-5	-1	4	4	0	0	11	-4	2
CC(C)OC(=O)CCc1nc2ccccc2[nH]c1=O	-3	-4	3	4	3	-9	-5	-1	20
COC(=O)c1cn(NC(=O)Cc2ccc(Cl)c(Cl)c2)c(=O)c2ccccc12	-4	-1	4	1	-3	44*	-4	2	-28
COc1ccc(N2C(=O)C3CCCCC3C2=O)cc1NC(=O)c1ccccc1 (configuration not stated)	8	4	3	-1	1	-4	-18	-2	4
COc1ccc(CNc2nc(-c3ccccc3)nn2C(=O)c2ccc([N+](=O)[O-])cc2)cc1	-1	2	0	-3	-11	13	2	-6	0
CCn1cc(C(=O)NC(C)CCc2ccccc2)c(=O)c2cc(S(=O)(=O)N(C)C)ccc21 (configuration not stated)	2	-2	1	-8	-3	-4	-16	-8	-39
CCOC(=O)Cc1csc(NC(=O)CSc2nnnn2-c2ccc(CC)cc2)n1	9	-1	-13	6	-4	-5	-1	-4	-10
CCn1c(SCc2ccccc2)nnc1-c1cccs1	3	2	-2	0	16	-2	-13	0	13
Cc1ccc(C(=O)Cc2ccccc2)o1	-3	-1	3	4	-1	7	8	-4	4

Continued; it opens with the 2 that closed the last part.
structure	LYPLA2 counter	LYPLA1 inh	PAFAH1B3 inh	GSTO1 inh	PAFAH2 inh	EBNA-1 inh	ZTA DNA inh	PAD4 inh	PREPL inh
CCn1c(SCc2ccccc2)nnc1-c1cccs1	3	2	-2	0	16	-2	-13	0	13
Cc1ccc(C(=O)Cc2ccccc2)o1	-3	-1	3	4	-1	7	8	-4	4
CCOc1ccc(N2C(=O)CS/C2=C(\C(Cl)=C(Cl)Cl)[N+](=O)[O-])cc1	6	-4	11	51*	0	8	-3	-19	-2
COc1ccc(C23NCCN2C(=O)c2ccccc23)cc1 (configuration not stated)	9	1	1	14	0	-4	1	-1	-8
CCO[C@H]1OC(C(=O)NC2CC2)=C[C@@H](c2c[nH]c3ccccc23)[C@@H]1CCCO	9	3	11	2	4	1	-25	-5	-5
O=[N+]([O-])c1cccc(Cl)c1NCCNS(=O)(=O)c1ccccc1	7	-1	6	1	5	11	5	3	-10
CC(C)(C)C(=O)Nc1cc(S(=O)(=O)Nc2ccc(Cl)cc2)ccc1O	-4	2	-4	-2	20	6	10	-2	6
C=C(C)C(O)CC/C(C)=C/Cc1c(O)ccc(C(=O)/C=C/c2ccc(O)cc2)c1O (configuration not stated)	·	·	9	·	-7	·	·	-1	-3
COc1ccc(Cc2nc(C(=O)NCc3ccccc3OC)cs2)cc1	1	0	5	5	0	7	9	-3	5
COC(=O)c1c(C(=O)OC)c(C)n(Cc2ccco2)c1C	-6	-1	-8	12	0	5	-5	5	4
CC(C)(C)CC(C)(C)NC(=O)Nc1cccc([N+](=O)[O-])c1	-2	1	5	-16	7	-8	-10	-5	15
Cc1ccccc1OCc1nc(-c2ccc(NC(=O)c3ccco3)cc2)no1	-11	-8	-11	-29	-13	-4	3	1	0
COc1ccc(S(=O)(=O)N2CCCCC2)cc1NC(=O)c1cccnc1SC	3	-4	7	-3	4	7	-6	-1	-3
c1ccc2c(-c3nc(-c4ccncc4)no3)cccc2c1	3	-7	2	1	0	-4	-15	-1	5
CCc1ccc(Nc2nc(N)nc(CSc3nc4ccccc4s3)n2)cc1	-27	-14	8	-9	-6	12	-2	4	-18
O=C(NCCc1c[nH]c2ccccc12)C(=O)NCC1OCCN1S(=O)(=O)c1ccc(Cl)cc1 (configuration not stated)	-3	3	-3	5	1	4	-3	-4	9
O=C(NCc1cccs1)c1ccc(Cl)c(S(=O)(=O)N2CCCC2)c1	2	-1	-4	-1	-5	-8	-7	-4	16
Cc1cc(C)n(-c2nc3c(c(=O)[nH]c(=O)n3C)n2CCc2ccccc2)n1	-5	0	-1	6	7	3	6	2	12
O=C(NCc1cccc(F)c1F)C1CCC(=O)N(C2CC2)C1 (configuration not stated)	2	-2	2	3	3	0	7	1	4
Cc1cccc(-c2nnn3c2nc(NCCc2ccc(S(N)(=O)=O)cc2)c2ccccc23)c1	-8	-4	-8	-7	-7	-2	10	-1	1
COc1ccc(CN2CCC(N3CCC(C(=O)N4CCOCC4)CC3)CC2)c(F)c1	2	0	5	-9	0	-2	-8	-1	11
c1ccc(CCc2nn3c(Cc4ccccc4)nnc3s2)cc1	2	3	10	2	3	11	-1	-2	-9
CCN1CCN(c2ccc(S(=O)(=O)N3CCCC3)cn2)CC1	2	-2	-1	2	-6	-8	-21	0	-10
COc1ccc(C(C)(C)C)cc1NC(=O)c1ccc[n+]([O-])c1	6	2	7	1	-8	-1	-1	3	-4
Cc1cccc(C(=O)NCC(=O)N2CCCC2)c1	3	-2	0	4	-19	-2	23	-4	-3
O=C(CCc1ccc(S(=O)(=O)N2CCOCC2)cc1)Nc1nc(COc2ccccc2)cs1	-1	-7	2	-3	-13	-1	-2	-2	3
O=C(Cn1c2ccccc2c(=O)c2cc([N+](=O)[O-])ccc21)Nc1ccccc1Cl	-16	-12	-29	-3	-25	-16	7	-1	-3
CCN1CCN(CCCNC(=O)CCC(=O)N2CCOc3ccc(Cl)cc32)CC1	8	6	4	2	-4	-13	-15	1	20
CCC1CCCCN1C(=O)c1ccc([N+](=O)[O-])o1 (configuration not stated)	0	2	8	10	-4	-3	-10	-1	6
CCCS(=O)(=O)N1CCCC(C(=O)NCCCN(Cc2ccccc2)C(C)C)C1 (configuration not stated)	-1	0	4	0	-3	3	-6	7	14
Cc1cc(N2CCOCC2)nc2ccc(NC(=O)CCC(=O)N3CCN(c4ccc(F)cc4)CC3)cc12	9	3	5	4	5	-14	-12	-3	44*
COC(=O)C1=C(C)NC(=O)NC1c1ccc2ccccc2c1 (configuration not stated)	3	4	2	-6	1	3	6	3	-8
Cc1ccc(N2CCN(CC(O)COC3CCCCC3)CC2)cc1 (configuration not stated)	6	1	3	5	0	-10	-14	-5	11
COc1cccc(C(=O)N=c2sc3c(C)ccc(OC)c3n2C)c1	0	0	4	5	-12	3	2	0	1
N/C(CC(=O)NCCOc1ccccc1)=N\O	-3	0	0	2	1	-4	-7	-3	2
C=CCn1c(=O)c2ccccc2n2c(SCC(=O)Nc3sc(C(=O)N(CC)CC)c(C)c3C(=O)OCC)nnc12	2	-3	-1	1	0	-7	7	2	3
Cc1c(-c2nnc(SCC(=O)O)n2-c2ccccc2Br)nnn1-c1ccccc1	-6	-2	-6	-1	-1	2	9	0	-3

Not all compounds are listed; rates above refer to the full screens.
